FBPA Giardia inh: qHTS Assay for Inhibitors of Fructose-1,6-bisphosphate Aldolase from Giardia Lamblia | purified Giardia FBPA | Potency, µM (doses to about 59.6 µM), for inactives: top-dose activity, negative = inhibition, hits mostly inhibitors | 290,000 tested, 0.71% active; further: potency means the concentration at half of the fitted maximal effect; nearly all actives have a fitted effect of over 55% in size
Target sequence (A8B2U2 whole entry, looked up): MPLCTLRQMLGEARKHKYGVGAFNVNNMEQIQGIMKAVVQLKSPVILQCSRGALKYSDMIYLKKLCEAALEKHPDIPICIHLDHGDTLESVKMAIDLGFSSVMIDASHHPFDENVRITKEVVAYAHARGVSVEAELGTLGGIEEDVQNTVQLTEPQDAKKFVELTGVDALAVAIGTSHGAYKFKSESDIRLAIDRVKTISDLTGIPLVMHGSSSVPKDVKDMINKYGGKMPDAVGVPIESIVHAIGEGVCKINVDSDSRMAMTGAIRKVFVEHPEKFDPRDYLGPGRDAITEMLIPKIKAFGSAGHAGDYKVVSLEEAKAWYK
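40 nM FBPA preincubated 10 min at RT with compound (up to 57.5 uM final), then substrate plus GAPDH/TPI/NAD/arsenate coupling and diaphorase/resazurin added. Fluorescence read after 20 min at RT, 525/598 nm.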
AmpC detergent: qHTS Inhibitors of AmpC Beta-Lactamase (assay with detergent); P00811; AmpC hydrolysis of nitrocefin, absorbance 480 nm, 0.01% Triton; Potency, µM (top dose mostly 114 µM), for the others: top-dose activity change, negative = inhibition, hits mostly inhibitors; 370,000 tested, 0.041% active; AID 485294, 2010;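 further: potency means the concentration at half of the fitted maximal effect; 0% = no-compound wells and -100% = no-enzyme wells; nearly all actives have a fitted effect of over 25% in size; some results filed as inactive show a strong effect at the top dose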
Target sequence (P00811 whole entry, looked up): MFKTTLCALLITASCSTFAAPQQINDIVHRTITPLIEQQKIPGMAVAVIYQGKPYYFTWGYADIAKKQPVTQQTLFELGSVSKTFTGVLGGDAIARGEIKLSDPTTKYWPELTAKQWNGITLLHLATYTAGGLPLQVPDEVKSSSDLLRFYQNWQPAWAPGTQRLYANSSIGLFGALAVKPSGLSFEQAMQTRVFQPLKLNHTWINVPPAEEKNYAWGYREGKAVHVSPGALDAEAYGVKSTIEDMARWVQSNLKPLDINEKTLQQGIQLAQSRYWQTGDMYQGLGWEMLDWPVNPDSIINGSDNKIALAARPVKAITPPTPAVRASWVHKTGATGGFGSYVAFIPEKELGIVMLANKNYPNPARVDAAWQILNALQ
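AmpC (5.3 nM in the dispensed reagent) in 20 mM phosphate pH 7.0 with 0.01% (detergent screen) or 0.0001% Triton X-100 was preincubated with compounds for 15 min at room temperature. Nitrocefin was then added from an 800 uM solution, and hydrolysis was followed at 480 nm.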
HCV inh: qHTS Assay for Inhibitors of Hepatitis C Virus (HCV); Potency, µM (highest dose often 41.8 µM), for the others: at the top dose activity change, negative = inhibition, most hits filed as inhibitors; AID 651820, 2012; 340,000 tested, 3.4% active; Huh7.5.1 HCVcc-Cre infection, luciferase reporter, 44 h; further: potency means the concentration at half of the fitted maximal effect
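After 44 h co-culture of compound, cells and HCVcc-Cre (~0.5 moi), substrate is added for 15 min at room temperature and luciferase measured over 15 sec. Cells were seeded at 1,000/well and pre-cultured 4 h.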
AmpC inh no detg: qHTS Inhibitors of AmpC Beta-Lactamase (assay without detergent); AmpC nitrocefin hydrolysis, absorbance 480 nm, 0.0001% Triton; Potency, µM (series often up to 57.1 µM), without a hit: at the highest dose activity change, negative = inhibition, actives largely listed as inhibitors; 330,000 tested, 0.52% active; AID 485341, 2010;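 further: potency means the concentration at half of the fitted maximal effect; plate controls were no compound for no effect and no enzyme for full effect; nearly all actives have a fitted effect of over 20% in size; some results filed as inactive show a strong effect at the top dose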
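20 mM phosphate pH 7.0 + 0.01% (detergent screen) or 0.0001% Triton X-100; 5.3 nM AmpC reagent; cpd preinc 15 min RT; nitrocefin (800 uM stock) to start; A480 q20 s × 4 min; Activity was normalised to no-enzyme and no-compound control wells.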
Sm TGR inh: qHTS Assay for the Inhibitors of Schistosoma Mansoni Peroxiredoxins. 360,000 tested, 3% active. Potency, µM (doses to about 114 µM), inactives show top-dose activity change, negative = inhibition, most hits filed as inhibitors. AID 485364, 2010. purified TGR, DTNB reduction, TNB absorbance 405 nm; further: potency means the concentration at half of the fitted maximal effect; nearly all actives have a fitted effect of over 60% in size
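TGR 20 nM + NADPH 100 uM (dispensed conc.), cpd preinc 15 min RT; start with NADPH (500 uM addition) then DTNB (15 mM addition). Kinetic TNB absorbance, 405 nm filter. Four-parameter Hill fit across titration.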
HCMV antiviral: qHTS Assay for inhibitors of the human cytomegalovirus (HCMV) | 410,000 tested, 4.5% active | activity change, negative = inhibition, % at 57.5 µM | HFF cells, HCMV-luciferase reporter, 72 h; stronger effect = lower value; in the data active means activity change below about -60%; inconclusive means no clear call, values can overlap the other calls; inactive means above about -39%
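Screen run at 2 compound doses on HFFs infected with reporter HCMV, MOI 1 PFU/cell. Luciferase activity from cell lysates at 72 h post infection gave inhibition relative to buffer-only and Salinomycin wells.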
* hit, by the source's call; ? = inconclusive; . = no result given; & = joins results of further samples; [ ] = remark or other dose. Unless noted, the call rests on the fitted dose curve; in most records, active means well fitted curve in the direction sought with a large enough effect; inconclusive means small, poorly fitted or top-dose-only effect, or another doubt; inactive means no such curve, though single readings can be large; an effect the other way counts as inactive or inconclusive. Unless noted, on the % scale 0 is the no-effect control and ±100 the full control effect.

Sample of the layout:
item	canonical_smiles	FBPA Giardia inh	AmpC detergent	HCV inh
1	CN(C)c1ccc(CN(C(=O)c2ccc(Cl)c([N+](=O)[O-])c2)C2CCS(=O)(=O)C2)cc1 (configuration not stated)	-14%	-3%	?
2	O=[N+]([O-])c1ccccc1CS(=O)(=O)c1ccccc1	.	-9%	46%[activator]
3	N#Cc1ccccc1NC(=O)C(=O)NCCc1csc(-c2ccc(F)cc2)n1	.	-10%	.
4	O=C(c1cccc(Cl)c1)N1CCCC(C(=O)N2CCCCCC2)C1 (configuration not stated)	1%[12.9 µM]	-12%	16%
5	N#Cc1cccc2c1-c1ccccc1/C2=N/NC(N)=O	11%	-1%	?

item	AmpC inh no detg	Sm TGR inh	HCMV antiviral
1	49%	?	-2
2	-17%	2%	-15
3	-38%	-2%	-14
4	32%	14%	-24
5	-2%	-12%	.

All compounds of this part, from the first entry:
item	canonical_smiles	FBPA Giardia inh	AmpC detergent	HCV inh
1	CN(C)c1ccc(CN(C(=O)c2ccc(Cl)c([N+](=O)[O-])c2)C2CCS(=O)(=O)C2)cc1 (configuration not stated)	-14%	-3%	?
2	O=[N+]([O-])c1ccccc1CS(=O)(=O)c1ccccc1	.	-9%	46%[activator]
3	N#Cc1ccccc1NC(=O)C(=O)NCCc1csc(-c2ccc(F)cc2)n1	.	-10%	.
4	O=C(c1cccc(Cl)c1)N1CCCC(C(=O)N2CCCCCC2)C1 (configuration not stated)	1%[12.9 µM]	-12%	16%
5	N#Cc1cccc2c1-c1ccccc1/C2=N/NC(N)=O	11%	-1%	?
6	CCCc1cnc(N2CCN(C(=O)c3ccccc3)CC2)nc1	3%	-14%	?
7	O=C(COC(=O)CC(c1ccccc1)c1ccccc1)NCc1ccccc1	2%	-7%	-18%
8	CCc1nnc(NS(=O)(=O)c2ccc(N/C=C/C(=O)c3ccc(C)cc3)cc2)s1	8%	-10%	38%[activator]

item	AmpC inh no detg	Sm TGR inh	HCMV antiviral
1	49%	?	-2
2	-17%	2%	-15
3	-38%	-2%	-14
4	32%	14%	-24
5	-2%	-12%	.
6	6%	3%	?
7	24%	4%	40
8	-9%	0%	45

(continued)
item	canonical_smiles	FBPA Giardia inh	AmpC detergent	HCV inh
9	CCc1nnc(NC(=O)CSc2nc3cc(OC)ccc3cc2C)s1	1%	?	?
10	CCc1nnc(NS(=O)(=O)c2ccccc2)s1	?	8%	2%
11	NS(=O)(=O)c1ccc(NC(=S)NC(=O)c2ccc(-c3ccccc3)cc2)cc1	12%	?	?
12	FC(F)(F)c1ccccc1N/N=C/c1cccnc1	5%	0%	-4%
13	c1ccc(NC2=NCCCS2)cc1	4%	4%	13%
14	O=C1OCCN1P(=O)(c1ccccc1)c1ccccc1	7%	-11%	7%
15	Cc1cccc(-c2nnc3n2N=C(c2ccccc2)CS3)c1	-1%	-9%	?
16	COc1ccc(C(CC(=O)O)NC(=O)c2sc3ccccc3c2Cl)cc1 (configuration not stated)	16%	-12%	20%

item	AmpC inh no detg	Sm TGR inh	HCMV antiviral
9	-22%	0%	-16
10	-11%	4%	14
11	-14%	-6%	-38
12	-11%	-12%	1
13	-10%	21%	75
14	-17%	8%	-4
15	-21%	5%[11.4 µM]	?
16	-26%	-1%	7

Next part:
item	canonical_smiles	FBPA Giardia inh	AmpC detergent	HCV inh
17	C[C@H](NC(=O)[C@@H]1Cc2ccccc2CN1C(=O)OC(C)(C)C)C(=O)NCc1ccco1	.	-13%	19%
18	CC(C)=C1C2CCC1C1C(=O)N(c3ccc(C)c(C)c3)C(=O)C21 (configuration not stated)	-1%	-2%	4%
19	CCS(=O)(=O)N1CCCC(C(=O)NCCc2ccc(OC)c(OC)c2)C1 (configuration not stated)	2%	?	18%
20	COc1ccc(/C=C\c2onc(C)c2S(=O)(=O)N2CCC(C(=O)Nc3ccc(C)c(F)c3)CC2)cc1	.	3%	.
21	CCCC(=O)Nc1ccc(C2C(=O)c3ccccc3C2=O)cc1	-7%	-8%	5µM*
22	CCOC(=O)Cc1ccc(NC(=O)N(Cc2ccc(CC)cc2)Cc2cn[nH]c2-c2ccc(OC)cc2)cc1	.	-7%	.
23	COCC(C)OC(=O)c1c(N)n(Cc2ccco2)c2nc3ccccc3nc12 (configuration not stated)	-7%	-4%	-26%
24	Clc1cc(Cl)cc(NC2=NCCS2)c1	-6%	0%	4%

item	AmpC inh no detg	Sm TGR inh	HCMV antiviral
17	74%[activator]	40µM*	-25
18	-18%	1%	-37
19	-4%	0%	-5
20	.	4%	?
21	0%	-13%	164
22	.	2%	-2
23	-22%	10µM*	28
24	?	6%	-8

Next section; it opens with the two that closed the last part.
item	canonical_smiles	FBPA Giardia inh	AmpC detergent	HCV inh
23	COCC(C)OC(=O)c1c(N)n(Cc2ccco2)c2nc3ccccc3nc12 (configuration not stated)	-7%	-4%	-26%
24	Clc1cc(Cl)cc(NC2=NCCS2)c1	-6%	0%	4%
25	O=C(Nc1ccc2oc(Cc3ccc(Cl)cc3)nc2c1)c1cccnc1	-6%	-1%	?
26	CCOc1ccc(OCC)c(NC(=O)CSc2nnc(-c3cccnc3)o2)c1	0%	?	7%
27	Cn1c(=O)c2c(ncn2CC(=O)OCC(=O)Nc2ccc(F)cc2F)n(C)c1=O	.	9%	5%
28	O=C(Cn1cnc([N+](=O)[O-])n1)N/N=C/c1ccc2ccccc2c1	-10%	-2%	-1%
29	CSCCCc1cn([C@@H](CO)C(=O)NCCCCCCCCCCC(=O)N2CCNCC2)nn1	.	?	4%
30	Cc1[nH]c(=S)[nH]c(=O)c1Cc1ccccc1	-24%	3%	10%
31	Cc1ccc(Nc2cc(C)nc3nc(Cc4ccc(Cl)cc4)nn23)cc1	.	17%	.
32	CCOc1ccc(NC(=S)N2CCC(NC(=O)c3ccccc3C)CC2)cc1	0%	-7%	4%

item	AmpC inh no detg	Sm TGR inh	HCMV antiviral
23	-22%	10µM*	28
24	?	6%	-8
25	14%	-9%	?
26	3%	-18%	-2
27	-11%	4%	0
28	-12%	-12%	-2
29	85%[activator]	-14%	-25
30	-11%	14%	11
31	.	2%	-18
32	92%[activator]	5%	?

Going on with the list:
item	canonical_smiles	FBPA Giardia inh	AmpC detergent	HCV inh
33	COc1ccc(OC)c(NC(=O)CSc2nnc(-c3ccco3)n2-c2ccc(C(=O)O)cc2)c1	-27%	0%	-3%
34	COc1ccc(CCNC(=O)CSc2nc3ccccc3o2)cc1OC	5%	-4%	8%
35	O=C1Nc2ccccc2C1=Nc1cccc([N+](=O)[O-])c1	5%	3%	-10%
36	COc1ccc(C2/C=C\CN(C(=O)c3ccccc3)CC(=O)N2Cc2ccc(F)cc2)cc1 (configuration not stated)	4%&8%	-4%	-13%[8.37 µM]
37	COc1cc2[nH]c(=S)nc(NCc3cccnc3)c2cc1OC	-13%	0%	-2%
38	CCS(=O)(=O)NCC(c1cccnc1)N1CCN(c2ccccc2OC)CC1 (configuration not stated)	0%	-8%	0%
39	CC(C)CCn1c(SCc2ccc(F)cc2Cl)nc2ccsc2c1=O	.	6%	.
40	C=CC[n+]1c(-c2ccc(OC)cc2)csc1NNC(=O)Nc1ccccc1	?	-2%	11µM*

item	AmpC inh no detg	Sm TGR inh	HCMV antiviral
33	-2%	4%	11
34	-6%	5%	18
35	-11%	19%	14
36	19%	-5%	-13
37	3%	-9%	-16
38	18%	3%	11
39	.	-17%	19
40	-28%	7%	?

Going on with the list.
item	canonical_smiles	FBPA Giardia inh	AmpC detergent	HCV inh
41	COc1cc(OC)c(NC(=O)CCNS(=O)(=O)c2ccc3c(c2)oc(=O)n3C)cc1Cl	0%	-3%&4%	-20%
42	COc1ccc(CCC(=O)O)cc1OC	2%	2%	-9%
43	CCCOC(=O)c1cc(NC(=O)/C=C/c2ccccc2)ccc1O	-8%	16%	.
44	O=C(O)Cc1ccc(NS(=O)(=O)c2ccc3ccccc3c2)cc1	9%	-13%	7%
45	CC(Oc1ccc2c(-c3ccccc3)cc(=O)oc2c1)C(=O)NC(Cc1c[nH]c2ccccc12)C(=O)O (configuration not stated)	.	.	-2%
46	CN(C)Cc1cc(C(C)(C)C)c(O)c(C(C)(C)C)c1	-4%	-7%	4%
47	CCOc1ccc(C2=Nc3ccc(Br)cc3C(c3ccc(N4CCOCC4)cc3)=NN2)cc1	-6%	?	2%
48	CN(C)S(=O)(=O)c1cccc(NC(=O)c2cc(=O)[nH]c3ccccc23)c1	-9%	?	-11%

item	AmpC inh no detg	Sm TGR inh	HCMV antiviral
41	-17%	2%&-6%	-19&-14
42	-3%	11%	-24
43	-11%	38%[activator]	-15
44	-22%	4%	20
45	-1%	.	38
46	-17%	22µM*	-17
47	27%	-9%	0
48	-29%	-1%	-5

Continued.
item	canonical_smiles	FBPA Giardia inh	AmpC detergent	HCV inh
49	COCCNc1nc(-c2cc(C)c(C)cc2C)cs1	-11%	-1%	?
50	CCOC(=O)c1ccc(-n2c(O)c(/C=N/NC(=O)C3COc4ccccc4O3)c3ccccc3c2=O)cc1 (configuration not stated)	?	-6%	5%
51	CCOC(=O)c1cc(C)n(CC2CCC(C(=O)Nc3ccc(C(C)=O)cc3)CC2)c1C (configuration not stated)	.	-1%	.
52	COc1ccccc1Oc1c(C)oc2c(CN3CCOCC3)c(O)ccc2c1=O	6%	6%	20%
53	COc1cc(C(C[N+](=O)[O-])c2c(N)n(C)c(=O)n(C)c2=O)ccc1O (configuration not stated)	-15%	7%	?
54	O=C(CCc1nc2ccccc2c(=O)[nH]1)Nc1ccc(Cl)c(Cl)c1	-2%	-11%	?
55	COC(=O)N[C@@H]1C[C@H]2[C@@H]3CC[C@H]4C[C@@H](OC)CC[C@]4(C)[C@H]3CC[C@@]12C	.	-1%	?
56	O=C(c1cnc(N2CCOCC2)c2ccccc12)N1CCN(c2ccc(F)cc2)CC1	.	5%	.
57	C[C@@H](NC(=O)c1nc[nH]c1C(=O)N(C)Cc1ccccc1)c1ccccc1	.	-2%	12%

item	AmpC inh no detg	Sm TGR inh	HCMV antiviral
49	-2%[2.29 µM]	-3%	12
50	-33%	-1%	0
51	.	4%	-25
52	-1%	3%	0
53	-18%	-31%	-71*
54	-60%	-13%	9
55	48%	-2%	-17
56	.	6%	?
57	-6%	-8%	9
